Rv3671c protease: Rv3671c (M. tuberculosis) protease inhibition; P9WHR9; inhibition, % at 5.96 µM; 0.048% of 320,000 active; AID 2606; in the data active means inhibition above about 38%;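 further: extracellular domain of Rv3671c used as enzyme; 0% = enzyme with DMSO and 100% = no enzyme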
DUSP3 inh: blocks human VHR1 dual specificity phosphatase | recombinant VHR phosphatase, pNPP absorbance | AID 1654 | 0.52% of 290,000 active | inhibition, % at 13.3 µM; in the data active means inhibition above about 50%; further: some compounds called inactive have numbers as strong as hits
Target sequence (P51452 whole entry, looked up): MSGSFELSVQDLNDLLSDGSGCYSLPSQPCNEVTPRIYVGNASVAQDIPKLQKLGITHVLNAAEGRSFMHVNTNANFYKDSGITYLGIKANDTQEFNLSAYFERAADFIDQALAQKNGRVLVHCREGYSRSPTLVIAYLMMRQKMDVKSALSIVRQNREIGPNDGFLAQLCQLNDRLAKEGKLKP
BH1578 lux ind: quorum light induction in luxS cqsA deficient V. cholerae. AID 588436. 0.16% of 350,000 active. activation, % at 18.7 µM. V. cholerae BH1578 lux reporter, luminescence, 6 h; in the data active means activation mostly above about 9.7%, no sharp cut-off; further: not every result past the cut was called active; inactives centre near 0; reference of the scale not given here
SARS 3CLpro inh: SARS-CoV 3CLpro protease inhibition; P0C6X7; recombinant SARS-CoV 3CLpro, quenched FRET peptide cleavage; 0.14% of 290,000 active; inhibition, % at 6 µM; in the data active means inhibition above about 12%
BioA inh: BioA (M. tuberculosis) enzyme inhibition. purified M. tuberculosis BioA enzyme, plate reader. inhibition, % at 9.99 µM. 0.096% of 360,000 active. AID 602481; in the data active means inhibition above about 40%
PriA SSB inh: inhibitors of Klebsiella pneumoniae PriA binding to SSB C-terminal tail | inhibition, % at 33 µM | AID 1272365 | 0.6% of 430,000 active | AlphaScreen SSBct-PriA binding, biotinylated peptide; in the data active means inhibition mostly above about 37%, no sharp cut-off; inactive means mostly below about 20%;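 further: plate controls were negative control peptide for no effect and reference peptide for full effect; strong numbers were not always called active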
GDH-TPI inh: GDH-TPI coupled enzyme inhibition counter-screen | 1.2% of 360,000 active | AID 588335 | GDH-TPI coupled enzyme counterscreen, NADH absorbance | inhibition, % at 4.8 µM; in the data active means inhibition above about 30%;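 further: 0% = DMSO wells and 100% = wells lacking the enzyme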
MazF activator: increases E. coli MazEF RNase cleavage of RNA. P0AE70. FAM/BHQ RNA-DNA oligo cleavage fluorescence, 5 h. activation, % at 20 µM. 0.32% of 350,000 active. AID 504720; in the data active means activation above about 50%
Target sequence (P0AE70 whole entry, looked up): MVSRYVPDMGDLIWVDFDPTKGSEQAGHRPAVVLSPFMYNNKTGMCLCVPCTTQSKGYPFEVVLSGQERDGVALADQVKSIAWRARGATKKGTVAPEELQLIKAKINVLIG
Mtb UGM inh: blocks M. tuberculosis UGM enzyme; inhibition, % at 10 µM; 0.06% of 320,000 active; purified UGM, fluorescence polarization probe displacement; P9WIQ1; in the data active means inhibition above about 10%, passing the limit was not always enough
Target sequence (P9WIQ1 whole entry, looked up): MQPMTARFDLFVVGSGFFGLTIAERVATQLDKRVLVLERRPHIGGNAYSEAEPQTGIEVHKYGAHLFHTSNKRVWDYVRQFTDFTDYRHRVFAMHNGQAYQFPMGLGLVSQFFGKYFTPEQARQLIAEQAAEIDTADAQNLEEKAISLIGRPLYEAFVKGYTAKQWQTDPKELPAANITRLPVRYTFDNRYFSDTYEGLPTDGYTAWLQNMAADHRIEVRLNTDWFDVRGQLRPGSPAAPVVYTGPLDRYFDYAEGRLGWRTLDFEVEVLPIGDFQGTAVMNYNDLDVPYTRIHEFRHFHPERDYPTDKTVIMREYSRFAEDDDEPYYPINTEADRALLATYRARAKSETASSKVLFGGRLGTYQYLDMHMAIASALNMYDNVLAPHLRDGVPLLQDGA
Mtb FBA inh: inhibits M. tuberculosis FBA enzyme | purified M. tuberculosis FBA, fluorescence read-out | AID 588726 | P9WQA3 | inhibition, % at 1 µM | 2.3% of 360,000 active; in the data active means inhibition above about 27%;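 further: 0% = vehicle and 100% = reference inhibitor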
Active calls of the source: *; i = inactive; nt = not tested or not shown; & = joins results of further samples. Some of the compounds tested. The share of hits here may be higher or lower than overall.

(1) CCC1CCCCN1S(=O)(=O)c1ccc(C(=O)Nc2nnc(-c3ccccc3Cl)o2)cc1 (centres undefined)
(2) O=C(O)c1ccc(COc2ccccc2/C=C2\NC(=O)N(Cc3ccc(F)cc3)C2=O)cc1
(3) Oc1ccc2ccccc2c1N=Nc1ccc(F)cc1
(4) CC(=O)NC(CC(=O)OCC(=O)c1c(N)n(C)c(=O)n(C)c1=O)c1ccccc1 (centres undefined)
(5) CCc1ccc(S(=O)(=O)c2cn(C)c3cc(OC)c(OC)cc3c2=O)cc1
(6) COc1ccc(/C(N)=N/OC(=O)c2ccc(Br)o2)cc1
Compound	1	2	3	4	5	6
Rv3671c protease	-22	-10	-6	1	-11	2
DUSP3 inh	1	-3	11&36	17	1	-4
BH1578 lux ind	0.4	-0.6	0.5	-0.4	2.6	-0.4
SARS 3CLpro inh	-1	3	-2&2	-7	-1	-4
BioA inh	-3.1	nt	-1.2	nt	-1.1	-0.8
PriA SSB inh	-12	-9	4	-9	-2	nt
GDH-TPI inh	7	17	1	-2	14	-4
MazF activator	-2	1	-16	0	3	8
Mtb UGM inh	1.3	0.5	4.4	2.1	-1.0	-1.4
Mtb FBA inh	2	4	-6	2	8	3

(7) CCSc1nnc([C@@H](N)Cc2c[nH]c3ccccc23)o1
(8) COc1ccc(N=NC2C(=O)N(c3ccccc3)N=C2C)cc1 (centres undefined)
(9) COC(=O)c1ccc(NC(=O)C2CC(=O)OC2c2ccccc2)cc1 (centres undefined)
(10) CCOCc1[nH]c(=S)[nH]c(=O)c1Cc1ccc(OC(C)C)cc1
(11) CCC(=O)N1N=C(c2ccc(C)o2)CC1c1ccc(OC)cc1 (centres undefined)
(12) CC(C)(C)c1ccc(NC(=O)c2ccc3c(c2)S(=O)(=O)c2ccccc2C3=O)cc1
Compound	7	8	9	10	11	12
Rv3671c protease	-7	2	8	-9	1	-2
DUSP3 inh	43	2	16	-14	-11	nt
BH1578 lux ind	-0.3	-0.9	-0.9	-0.3	i	0.8
SARS 3CLpro inh	-1	5	0	5	-2	nt
BioA inh	0.6	nt	1.6	nt	nt	-1.2
PriA SSB inh	-4	43*	-7	4	-6	3
GDH-TPI inh	-9	14	-7	0	8	6
MazF activator	2	-5	4	-5	-18	2
Mtb UGM inh	-1.1	2.4	3.2	1.0	-1.9	-1.1
Mtb FBA inh	1	-1	0	0	-1	3

(13) CC(C)CC(=O)NC(=S)Nc1ccc(S(=O)(=O)NC(C)(C)C)cc1
(14) COc1ccc(C2CC(=O)Oc3cc(O)cc(O)c32)cc1 (centres undefined)
(15) CNCCOc1nc(N2CCOCC2)nc(C)c1[N+](=O)[O-]
(16) CC(C)N1CC(COc2ccccc2Cl)OC1=O (centres undefined)
(17) O=C1OCCC1Sc1ncnc2sc3c(c12)CCC3 (centres undefined)
(18) CCS(=O)(=O)c1ccc(OC)c(N=Nc2ccc(O)c3ncccc23)c1
Compound	13	14	15	16	17	18
Rv3671c protease	0	2	-7	1	1	-3
DUSP3 inh	-4	-5	6	nt	4	6
BH1578 lux ind	-0.2	0.2	-6.7	-0.3	i	-0.8
SARS 3CLpro inh	1	nt	0	nt	2	0
BioA inh	nt	0.5	2.5	nt	0.0	nt
PriA SSB inh	-9	9	-12	-1	-21	74
GDH-TPI inh	10	7	7	0	2	-4
MazF activator	6	4	7	15	-2	4
Mtb UGM inh	2.0	0.9	3.2	2.8	3.2	2.8
Mtb FBA inh	3	6	4	8	0	-1

(19) CSc1nc(Cc2ccccc2)cc(=O)[nH]1
(20) O=c1[nH]c(=S)n(-c2ccccc2Cl)c(O)c1C=NCCN1CCNCC1
(21) O=C(NC1CCCC1)C(c1ccncc1)N(C(=O)c1ccco1)c1ccccc1 (centres undefined)
(22) COc1ccc(NC(=O)COC(=O)C2CC(=O)N(Cc3ccc(C)cc3)C2)cc1 (centres undefined)
(23) CCn1ccc(C(=O)Nc2ccsc2C(=O)OC)n1
(24) C=CC[C@H](CC(=O)N(CCO)Cc1ccccc1)C(=O)N[C@H](COC(=O)[C@@H](CC=C)CC(=O)OC(C)(C)C)c1ccccc1
Compound	19	20	21	22	23	24
Rv3671c protease	3	nt	-10	9	-13	-6
DUSP3 inh	39	32	36	-40	-2	nt
BH1578 lux ind	0.0	-0.6	-3.3	-0.4	-0.6	-0.3
SARS 3CLpro inh	2	2	-7	-4	-8	nt
BioA inh	nt	-0.7	-1.6	-1.8	-1.6	-0.6
PriA SSB inh	-5	-7	-10	1	-6	-1
GDH-TPI inh	1	8	-3	-5	1	1
MazF activator	5	-4	16	6	12	2
Mtb UGM inh	1.0	0.8	-1.0	-0.2	2.0	-1.3
Mtb FBA inh	-1	1	-1	0	2	-2

(25) Cc1ccc(C(=O)CSc2nccn2-c2ccccc2)cc1
(26) O=C(N1CCOCC1)N(Cc1ccccc1)c1ccccn1
(27) CN(CCCn1cnc2c(OCc3ccccc3)ncnc21)Cc1ccco1
(28) CC(C)n1c(O)c(N=NC(=O)Cn2ccc(C(F)(F)F)n2)c2ccccc21
(29) c1cncc(CNc2ccc3c(c2)OCO3)c1
(30) CCN1CC2=C(OC(N)=C(C#N)C2c2cccs2)/C(=C\c2cccs2)C1 (centres undefined)
Compound	25	26	27	28	29	30
Rv3671c protease	-6	5	nt	-7	5	7
DUSP3 inh	12	18	nt	-10	0	6
BH1578 lux ind	-1.0	i	-0.4	-0.2	-0.1	-1.2
SARS 3CLpro inh	5	2	nt	4	0	0
BioA inh	-0.2	-0.3	0.0	-0.8	nt	nt
PriA SSB inh	16	-17	nt	-1	10	-2
GDH-TPI inh	2	-4	3	14	2	19
MazF activator	2	2	1	-1	2	-24
Mtb UGM inh	0.7	3.1	nt	-1.9	0.2	2.9
Mtb FBA inh	-2	2	0	-2	4	-1

(31) CCCCNC(=O)C1(C)CCCCN1C(=O)c1ccno1 (centres undefined)
(32) O=C1NCCOC(=O)[C@H](Cc2ccc(F)cc2)C/C=C\C[C@H]1CC(=O)N(CCO)Cc1ccccc1
(33) CC(C)N(C(=O)[C@H]1C[C@H](CC(=O)NCCCn2ccnc2)C(=O)N2CCc3c([nH]c4cc(-c5ccco5)ccc34)[C@]12C)C(C)C
(34) COc1ccc(-c2c(-c3cc(OC)cc(OC)c3)n(C)c3ccc(-c4cccc5[nH]ccc45)cc23)cc1
(35) Cc1cc(=O)oc2cc(O[C@@H]3O[C@H](CO)[C@@H](O)[C@H](O)[C@H]3O)ccc12
(36) O=C(OCC1OC(n2ccc(=O)[nH]c2=O)C(Cl)C1O)c1ccccc1 (centres undefined)
Compound	31	32	33	34	35	36
Rv3671c protease	nt	-31	nt	-2	-8	nt
DUSP3 inh	nt	nt	nt	nt	24	19
BH1578 lux ind	i	3.0	-0.4	i	i	i
SARS 3CLpro inh	nt	nt	nt	nt	-4	-1
BioA inh	-0.6	-0.9	-0.3	-2.8	-5.1	3.6
PriA SSB inh	nt	-4	11	4	-3	4
GDH-TPI inh	1	5	7	28	6	7
MazF activator	nt	-7	7	-5	3	3
Mtb UGM inh	nt	nt	nt	2.0	-1.4	-0.3
Mtb FBA inh	-1	-3	10	121*	8	5

(37) Cc1sc2ncn(CC(=O)NCCCC(=O)N3CCN(Cc4ccc5c(c4)OCO5)CC3)c(=O)c2c1C
(38) CN(CC(=O)Nc1ccc(F)cc1)S(=O)(=O)c1ccc2c(c1)c(=O)n(C)c(=O)n2C
(39) COc1ccc(C2C(C#N)=C(N)OC3=C2C(=O)CC(C)C3)c(OC)c1OC (centres undefined)
(40) COc1ccc(C)cc1N=Nc1ccc(O)c2ncccc12
(41) CCn1cc(C(=O)N2CCCC(C(=O)c3ccc4ccccc4c3)C2)cn1 (centres undefined)
(42) COc1ccc(Cl)cc1C(=O)Nc1ccc2c(c1)OCO2
Compound	37	38	39	40	41	42
Rv3671c protease	-1	2	4	nt	-7	-1
DUSP3 inh	26	6	-4	-3	14	3
BH1578 lux ind	6.1	-0.6	i	-0.2	-0.3	i
SARS 3CLpro inh	2	-3	4	-1	-2	0
BioA inh	0.2	-1.0	0.5	nt	0.9	nt
PriA SSB inh	-3	-19	-8	-1	-1	-15
GDH-TPI inh	12	2	11	16	10	2
MazF activator	6	1	3	10	0	3
Mtb UGM inh	2.7	-0.1	0.2	nt	2.1	-2.1
Mtb FBA inh	-4	0	2	-11	9	1

Rewritten bar-delimited: six of the compounds above.
cpd | Structure | Rv3671c protease | DUSP3 inh | BH1578 lux ind | SARS 3CLpro inh | BioA inh | PriA SSB inh | GDH-TPI inh | MazF activator | Mtb UGM inh | Mtb FBA inh
27 | CN(CCCn1cnc2c(OCc3ccccc3)ncnc21)Cc1ccco1 | nt | nt | -0.4 | nt | 0.0 | nt | 3 | 1 | nt | 0
28 | CC(C)n1c(O)c(N=NC(=O)Cn2ccc(C(F)(F)F)n2)c2ccccc21 | -7 | -10 | -0.2 | 4 | -0.8 | -1 | 14 | -1 | -1.9 | -2
29 | c1cncc(CNc2ccc3c(c2)OCO3)c1 | 5 | 0 | -0.1 | 0 | nt | 10 | 2 | 2 | 0.2 | 4
30 | CCN1CC2=C(OC(N)=C(C#N)C2c2cccs2)/C(=C\c2cccs2)C1 (centres undefined) | 7 | 6 | -1.2 | 0 | nt | -2 | 19 | -24 | 2.9 | -1
31 | CCCCNC(=O)C1(C)CCCCN1C(=O)c1ccno1 (centres undefined) | nt | nt | i | nt | -0.6 | nt | 1 | nt | nt | -1
32 | O=C1NCCOC(=O)[C@H](Cc2ccc(F)cc2)C/C=C\C[C@H]1CC(=O)N(CCO)Cc1ccccc1 | -31 | nt | 3.0 | nt | -0.9 | -4 | 5 | -7 | nt | -3

New compounds follow
(43) CCOC(=O)C1(CC2CC2)CCN(Cc2cnc(-c3ccc(OC)cc3)nc2)CC1
(44) CC1(C)CC(=O)C2=C(C1)N(c1ccccc1)C(N)=C(C#N)C2c1ccsc1 (centres undefined)
(45) c1coc(CSCc2cn3cccnc3n2)c1
(46) COc1ccc(-c2cc(C)nc(SCc3cccc(C(=O)O)c3)n2)cc1
(47) Oc1[nH]c2ccc(Br)cc2c1N=NC(=S)N1CCOCC1
(48) O=C(OCCN1CCCCC1)C1(c2ccccc2)CCCC1
(49) N#Cc1cc([N+](=O)[O-])ccc1NC(=O)COC(=O)C1CCC(=O)N1 (centres undefined)
(50) COc1ccc(C2C(C(=O)NCc3ccccn3)c3ccccc3C(=O)N2C)cc1OC (centres undefined)
(51) c1cncc(-c2nc(NCC3CCCO3)c3ccccc3n2)c1 (centres undefined)
Compound	43	44	45	46	47	48	49	50	51
Rv3671c protease	-3	7	7	-11	10	-7	0	-4	5
DUSP3 inh	14	21	3	-8	-11	6	nt	0	39
BH1578 lux ind	-2.9	i	i	-0.2	0.4	-0.3	nt	i	-0.4
SARS 3CLpro inh	-3	-2	2	1	-2	-1	nt	4	-1
BioA inh	nt	nt	nt	nt	2.1	nt	nt	0.7	2.5
PriA SSB inh	3	4	-6	-9	-1	-7	-7	-8	-8
GDH-TPI inh	-3	10	6	14	26	-1	7	1	5
MazF activator	-5	8	-3	4	-3	-3	16	4	-4
Mtb UGM inh	0.0	0.6	-2.8	-2.6	2.9	2.0	0.7	-2.8	-4.6
Mtb FBA inh	0	5	1	-4	-3	0	-3	3	1
